Bcl-xL primary: inhibitors of human Bcl-xL | Q07817 | GST-Bcl-xL / FITC-Bim BH3 peptide fluorescence polarization | inhibition, % at 10.9 µM | 320,000 tested, 0.7% active | AID 2129;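 active means inhibition above the mean of all tested compounds plus 3 SD, cutoff set per campaign, cut at about 30% in these data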;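 further: 0% = DMSO wells and 100% = unlabeled Bim-BH3 peptide competitor; inhibitors lower millipolarization by displacing the labeled peptide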
GRK2 aptamer HTS: human GRK2 inhibition via aptamer displacement; P25098; bead flow cytometry, FAM-aptamer displacement from GRK2; inhibition of aptamer binding, % at 10 µM; 330,000 tested, 0.59% active;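 active means inhibition of aptamer binding above 40%, roughly 3 SD of noise, on plates passing a quality check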;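 further: median bead fluorescence of bound FAM aptamer so fluorescent compounds give negative values; no value below 0 was filed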
Target sequence (P25098 whole entry, looked up): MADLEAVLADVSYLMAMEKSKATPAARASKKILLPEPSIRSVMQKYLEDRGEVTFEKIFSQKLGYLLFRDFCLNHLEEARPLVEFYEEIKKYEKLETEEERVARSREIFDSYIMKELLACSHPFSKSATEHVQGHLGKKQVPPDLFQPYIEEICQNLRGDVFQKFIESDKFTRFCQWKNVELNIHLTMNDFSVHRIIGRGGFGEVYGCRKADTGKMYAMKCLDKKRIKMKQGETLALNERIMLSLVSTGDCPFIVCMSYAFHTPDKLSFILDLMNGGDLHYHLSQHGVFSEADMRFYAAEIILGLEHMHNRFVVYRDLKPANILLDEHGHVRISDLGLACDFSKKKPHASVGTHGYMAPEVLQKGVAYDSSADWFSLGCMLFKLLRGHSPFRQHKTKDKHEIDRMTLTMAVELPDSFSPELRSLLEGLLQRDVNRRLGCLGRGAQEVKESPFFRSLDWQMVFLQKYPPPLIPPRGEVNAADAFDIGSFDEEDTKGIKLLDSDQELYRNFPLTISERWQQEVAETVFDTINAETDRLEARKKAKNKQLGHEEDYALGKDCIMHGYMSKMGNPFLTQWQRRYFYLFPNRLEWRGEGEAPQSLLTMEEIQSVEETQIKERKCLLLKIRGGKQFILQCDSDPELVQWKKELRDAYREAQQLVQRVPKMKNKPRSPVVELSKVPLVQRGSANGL
MCL1-BIM inh: disrupts human MCL1 binding to BIM-BH3 peptide; Q07820; GST-MCL1 / FITC-Bim-BH3 fluorescence polarization; AID 2057; 320,000 tested, 0.68% active; inhibition, % at 10.9 µM;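 active means inhibition above the mean inhibition of all tested compounds plus 3 SD, set per campaign, cut at about 40% in these data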;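 further: 0% = DMSO wells and 100% = unlabeled Bim-BH3 peptide control; higher means more loss of mP so more displacement of Bim peptide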
Target sequence (Q07820 whole entry, looked up): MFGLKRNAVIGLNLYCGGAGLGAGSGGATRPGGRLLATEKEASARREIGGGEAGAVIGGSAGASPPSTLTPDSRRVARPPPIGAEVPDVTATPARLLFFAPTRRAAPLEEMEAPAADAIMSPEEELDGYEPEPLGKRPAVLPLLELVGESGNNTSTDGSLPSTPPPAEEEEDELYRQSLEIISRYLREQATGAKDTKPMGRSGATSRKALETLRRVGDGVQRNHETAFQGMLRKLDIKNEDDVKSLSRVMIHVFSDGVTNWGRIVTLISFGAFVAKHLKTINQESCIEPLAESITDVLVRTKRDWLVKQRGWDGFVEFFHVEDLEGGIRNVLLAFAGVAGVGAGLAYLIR
MEX-5 binding: C. elegans MEX-5 TCR-2 RNA binding activity | MEX-5/FITC-TCR2 RNA binding, fluorescence polarization; stronger effect = lower value | 300,000 tested, 0.38% active | Q9XUB2 | AID 1832 | activity score (negative = inhibition of binding), % at 10 µM;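 active means inhibition past about -25% in most replicates, and total fluorescence under double the plate's negative control median, limit read from the data; inconclusive means replicates evenly split on the limit, or fluorescence at least double controls; inactive means too little inhibition in most replicates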;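 further: 0% = DMSO and -100% = 5 µM competing unlabeled TCR2 RNA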
GLD-1 RNA inh: GLD-1-TGE RNA interaction inhibition (C. elegans). Q17339. AID 2280. inhibition, % at 5.96 µM. purified GLD-1 + fluorescein TGE RNA, fluorescence polarization. 320,000 tested, 0.44% active;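 active means percent inhibition above a per-plate cutoff, the plate mean of test compounds plus 3 SD, cut at about 30% in these data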;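 further: 0% = DMSO wells with GLD-1 and probe and 100% = wells lacking GLD-1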
* hit, by the source's call; ? = inconclusive; . = no result given.

SMILES	Bcl-xL primary	GRK2 aptamer HTS	MCL1-BIM inh	MEX-5 binding	GLD-1 RNA inh
CCCC(C(=O)NC1CCCC1)N(C(=O)c1snc(C(N)=O)c1N)c1ccc(F)cc1 (stereo not given)	.	.	.	0.9	.
O=C(CSc1ccccn1)N1CCCC(Nc2ccccc2)C1 (stereo not given)	.	.	.	-0.5	.
Cc1ccnn2c(-c3ccccc3)c3c(=O)n(C)c(=O)n(C)c3c12	.	.	.	-7.4	.
COc1ccccc1N(CC(=O)NC1CCCCC1)C(=O)Cn1nnc(-c2ccc(C)o2)n1	.	.	.	-2.1	.
CC(=O)c1ccc(C(=O)N2CCCC(CO)(Cc3ccccc3C)C2)s1 (stereo not given)	.	.	.	-2.1	.
O=C(O)c1ccc(Cl)c(NCc2ccncc2)c1	.	.	.	-1.8	.
COc1ccc(-n2c(SC)nc3sc4c(c3c2=O)CCN(C)C4)cc1	.	.	.	-6.5	.
O=C(CSc1nnnn1C1CCCC1)N1CCCCC1	.	.	.	-2.6	.
Fc1ccc(C(c2nnnn2C2CCCC2)N2CCN(Cc3ccccc3)CC2)cc1 (stereo not given)	.	.	.	1.5	.
Nc1nn(-c2cccc(F)n2)cc1-c1ccc(Cl)cc1	.	.	.	2.2	.
O=C(CN1CCCN(S(=O)(=O)c2ccc(Br)cc2)CC1)Nc1ccc2cn[nH]c2c1	.	.	.	-4.1	.
CN(Cc1ccon1)C(=O)C1CCC(=O)N(CCc2ccc(Cl)cc2)C1 (stereo not given)	.	.	.	2.9	.
C=CCn1c(SCC(=O)c2[nH]c(C)c(C(=O)OCC)c2C)nc2scc(-c3ccc(OC)cc3)c2c1=O	.	.	.	1.4	.
COCC(=O)N1CCC(Oc2ccc(C(=O)N3CCN(C)C[C@@H]3C(C)C)cc2)CC1	.	.	.	-1.3	.
CCOc1cccc(/C=N/N=C/c2cccc(OCC)c2O)c1O	.	.	.	-2.0	.
c1ccc2c(c1)CCOC2CNCCCN1CCCCC1 (stereo not given)	.	.	.	-0.2	.
CC(=O)c1ccc(N=Nc2ccc(C)cc2)cc1	.	.	.	-0.9	.
COc1ccc(CC2(CO)CCN(Cc3cnn(C)c3)CC2)cc1	.	.	.	-0.6	.
CC(=O)C1=C(O)C(=O)N(CCN(C)C)C1c1ccc(Cl)cc1 (stereo not given)	.	.	.	0.3	.
CC(C)N(C(=O)N1CCN(c2ccnc3cc(Cl)ccc23)CC1)C(C)C	.	.	.	-2.1	.

Of the compounds above, two have an NH in an aromatic ring:
SMILES	Bcl-xL primary	GRK2 aptamer HTS	MCL1-BIM inh	MEX-5 binding	GLD-1 RNA inh
O=C(CN1CCCN(S(=O)(=O)c2ccc(Br)cc2)CC1)Nc1ccc2cn[nH]c2c1	.	.	.	-4.1	.
C=CCn1c(SCC(=O)c2[nH]c(C)c(C(=O)OCC)c2C)nc2scc(-c3ccc(OC)cc3)c2c1=O	.	.	.	1.4	.

Further records follow.
SMILES	Bcl-xL primary	GRK2 aptamer HTS	MCL1-BIM inh	MEX-5 binding	GLD-1 RNA inh
COc1ccc([C@@H]2C[C@H](c3ccccc3)Oc3cc(C)cc(C)c32)cc1	.	.	.	-2.3	.
CCOc1ccc2nc(N3C(=O)/C(=C/c4ccc(Cl)cc4)NC3=S)sc2c1	.	.	.	-4.4	.
COc1ccc(C(c2nnnn2C2CCCC2)N2CCC(C(N)=O)CC2)c(OC)c1 (stereo not given)	.	.	.	0.8	.
CC(C)[C@H](NC(=O)C1CCC(CNC(=O)[C@@H]2CCCN2C(=O)OC(C)(C)C)CC1)C(=O)O (stereo not given in full)	.	.	.	0.5	.
CCOC(=O)COc1ccc2c(C#N)c3ccccn3c2c1	.	.	.	0.9	.
CN1CCS/C1=C\C=C1/SC(=S)N(CC(=O)O)C1=O	.	.	.	?	.
COc1ccc(NC(=O)C(Cl)=C(Cl)Cl)cn1	.	.	.	0.7	.
CCc1nnc(NC(=O)COc2ccc(N(C)S(=O)(=O)c3ccc(C)cc3)cc2)s1	.	.	.	-1.9	.
Cc1cc(C2=NNC(=NC3CC3)SC2)c(C)n1-c1ccccc1	.	.	.	2.6	.
O=C(O)Cc1sc(Nc2ccc(Cl)cc2)nc1-c1cccs1	.	.	.	-0.7	.

A draw from above in order of heavy-atom count, ascending:
SMILES	Bcl-xL primary	GRK2 aptamer HTS	MCL1-BIM inh	MEX-5 binding	GLD-1 RNA inh
COc1ccc(NC(=O)C(Cl)=C(Cl)Cl)cn1	.	.	.	0.7	.
CC(=O)c1ccc(N=Nc2ccc(C)cc2)cc1	.	.	.	-0.9	.
CN1CCS/C1=C\C=C1/SC(=S)N(CC(=O)O)C1=O	.	.	.	?	.
c1ccc2c(c1)CCOC2CNCCCN1CCCCC1 (stereo not given)	.	.	.	-0.2	.
CC(=O)C1=C(O)C(=O)N(CCN(C)C)C1c1ccc(Cl)cc1 (stereo not given)	.	.	.	0.3	.
Cc1cc(C2=NNC(=NC3CC3)SC2)c(C)n1-c1ccccc1	.	.	.	2.6	.
CCOc1cccc(/C=N/N=C/c2cccc(OCC)c2O)c1O	.	.	.	-2.0	.
COc1ccc([C@@H]2C[C@H](c3ccccc3)Oc3cc(C)cc(C)c32)cc1	.	.	.	-2.3	.
CCOc1ccc2nc(N3C(=O)/C(=C/c4ccc(Cl)cc4)NC3=S)sc2c1	.	.	.	-4.4	.
COc1ccc(C(c2nnnn2C2CCCC2)N2CCC(C(N)=O)CC2)c(OC)c1 (stereo not given)	.	.	.	0.8	.
CC(C)[C@H](NC(=O)C1CCC(CNC(=O)[C@@H]2CCCN2C(=O)OC(C)(C)C)CC1)C(=O)O (stereo not given in full)	.	.	.	0.5	.
C=CCn1c(SCC(=O)c2[nH]c(C)c(C(=O)OCC)c2C)nc2scc(-c3ccc(OC)cc3)c2c1=O	.	.	.	1.4	.

New compounds follow.
SMILES	Bcl-xL primary	GRK2 aptamer HTS	MCL1-BIM inh	MEX-5 binding	GLD-1 RNA inh
COc1ccccc1CNC(=O)COC(=O)Cc1ccsc1	.	.	.	-0.6	.
CCC1CCCCN1C(=S)NC(=O)c1cccs1 (stereo not given)	.	.	.	-1.1	.
CN(Cc1ccccc1)C(=O)[C@H]1CCC(=O)N1Cc1ccco1	.	.	.	1.8	.
Cc1c(NC(=O)C(CC(=O)O)NCc2ccco2)c(=O)n(-c2ccccc2)n1C (stereo not given)	.	.	.	-3.1	.
NC(=O)c1ccc(NC(=O)COc2cccc3c2CCNC3=O)cc1	.	.	.	-0.7	.
CC(Sc1nnc(Cc2ccccc2)n1C)C(=O)NC1CC1 (stereo not given)	-4	.	-4	.	3
COc1ccc(CN(CC(O)COCc2ccccc2)S(=O)(=O)c2ccccc2Br)cc1OC (stereo not given)	.	0	.	.	.
CC(C)CNS(=O)(=O)c1ccc(Br)cc1N1CCC[C@@H]1CO	.	0	.	.	.
O=C1[C@@H](Oc2ccccc2)[C@@H](c2cnc3ccccc3c2)N1c1ccccc1	.	0	.	.	.
CC(C)N(C(=O)[C@H]1C[C@H](CC(=O)NCc2cccc(C(F)(F)F)c2)C(=O)N2CCc3c([nH]c4cc(CCC(=O)N(C)C)ccc34)[C@]12C)C(C)C	.	0	.	.	.
O=C(C[C@H]1C[C@H](C(=O)N2CCOCC2)[C@@]2(CCC3CCCC3)c3[nH]c4ccc(Cl)cc4c3CCN2C1=O)NCC12CC3CC(CC(C3)C1)C2	.	2	.	.	.
C[C@]12c3[nH]c4cc(-c5ccco5)ccc4c3CCN1C(=O)[C@@H](CC(=O)NCc1cccc(C(F)(F)F)c1)C[C@@H]2C(=O)N1CCOCC1	.	0	.	.	.
CCCCCC1=C(C(=O)OC)C(C(=O)OCC)N(S(=O)(=O)C(F)(F)F)c2ccccc21 (stereo not given)	.	0	.	.	.
CN[C@H](C)C(=O)NC[C@H]1O[C@@H](n2cnc3c(N)ncnc32)[C@H](O)[C@@H]1O	.	0	.	.	.
CC(C)C(=O)N[C@@H]1c2ccccc2CC[C@@H]1O	.	1	.	.	.
Cc1ccc(C)c(N2CCN(C(=O)CCc3nc(-c4cccc(F)c4)no3)CC2)c1	.	0	.	.	.
O=C(Cn1cnc2c(NCc3ccccc3)ncnc21)NCc1nc2ccccc2[nH]1	.	3	.	.	.
CC[C@]12c3[nH]c4ccc(OC)cc4c3CCN1C(=O)C(CC(=O)NCC13CC4CC(CC(C4)C1)C3)C[C@@H]2C(=O)N1CCN(C(=O)C2CC2)CC1 (stereo not given in full)	.	0	.	.	.
CCOC(=O)C1=CN(Cc2cccc(-c3cccnc3)c2)S(=O)(=O)N(C)C1C (stereo not given)	.	0	.	.	.
CCN(CC)C(=O)[C@H]1C[C@H](CC(=O)NC(C)(C)C)C(=O)N2CCc3c([nH]c4ccc(Cl)cc34)[C@]12C	.	2	.	.	.
COc1cc(C2CC(=O)Oc3cc(C)c(Cl)c(C)c32)cc(OC)c1OC (stereo not given)	.	0	.	.	.
COC(=O)C[C@H](NC(=O)Cn1cnc2c(NCc3ccccc3)ncnc21)C(=O)OC	.	0	.	.	.
COCCCNC(=O)C[C@H]1C[C@H](C(=O)N(C(C)C)C(C)C)[C@@]2(C)c3[nH]c4cc(CCC(=O)N(C)C)ccc4c3CCN2C1=O	.	0	.	.	.
COCCCNC(=O)CC1C[C@H](C(=O)N2CCCCC2)[C@@]2(CCc3ccccc3)c3[nH]c4ccc(OC)cc4c3CCN2C1=O (stereo not given in full)	.	3	.	.	.
CCCNC(=O)CCNC(=O)[C@H](O)C(C)(C)CO	.	0	.	.	.
Nc1ncnc2c1ncn2[C@@H]1O[C@H](CNC(=O)[C@@H](N)C2CCCCC2)[C@@H](O)[C@H]1O	.	2	.	.	.
COc1ccccc1C1CC(=O)Oc2cc(C)cc(C)c21 (stereo not given)	.	3	.	.	.
O=C1c2ccccc2[C@@H]2C[C@@H](O)[C@H](Nc3cccc(Cl)n3)CCN12	.	0	.	.	.
COC(=O)[C@@]1(Cc2ccccc2)[C@H]2C(=O)N(C)C(=O)[C@H]2[C@H]2CN=C(SCC3CC3)N21	.	7	.	.	.
O=C(C[C@H]1C[C@H](C(=O)N2CCOCC2)[C@@]2(CCC3CCCC3)c3[nH]c4ccc(Cl)cc4c3CCN2C1=O)NCc1ccco1	.	0	.	.	.
COC(=O)[C@@]1(C)[C@H]2C(=O)N(Cc3ccccc3)C(=O)[C@H]2[C@H]2CN=C(SCc3ccc(C)cc3)N21	.	2	.	.	.
COc1cccc(-c2noc(CCC(=O)N3CCN(c4cc(C)ccc4C)CC3)n2)c1	.	0	.	.	.
CC(C)=CCC/C(C)=C/CNC(=O)C[C@H]1C[C@H](C(=O)N2CCOCC2)[C@@]2(CCC3CCCC3)c3[nH]c4cc(CCC(=O)N(C)C)ccc4c3CCN2C1=O	.	1	.	.	.
CC[C@]1(C(=O)OC)[C@H]2C(=O)N(Cc3ccccc3)C(=O)[C@H]2[C@H]2CN=C(SCc3ccc(Cl)cc3)N21	.	1	.	.	.
COc1ccc(CNC(=O)C[C@H]2C[C@H](C(=O)N3CCOCC3)[C@@]3(C)c4[nH]c5ccc(Cl)cc5c4CCN3C2=O)cc1OC	.	3	.	.	.
Cc1cccc(C2=NN(c3ccccc3)[C@@H](C(=O)N3CCOC3=O)[C@@H]2c2ccccc2)c1	.	7	.	.	.
CCCCCCCCC#Cc1nc(C)ccc1OC	.	1	.	.	.
CCOC(=O)C1=CN(Cc2ccco2)S(=O)(=O)N(C)C1CC (stereo not given)	.	4	.	.	.
CCOC(=O)C1(C)Oc2ccccc2C(C(=O)OC)=C1C(=O)OC (stereo not given)	.	0	.	.	.
CC[C@]12c3[nH]c4cc(-c5ccco5)ccc4c3CCN1C(=O)[C@@H](CC(=O)NC(C)(C)C)C[C@@H]2C(=O)N1CCN(C(=O)C2CC2)CC1	.	1	.	.	.
CN(C)C(=O)CCc1ccc2c3c([nH]c2c1)[C@]1(CCc2ccccc2)[C@@H](C(=O)N2CCCCC2)C[C@H](CC(=O)NCc2ccco2)C(=O)N1CC3	.	0	.	.	.
CC(=O)N1CCOc2ccc(S(=O)(=O)NC[C@H]3O[C@@H](n4cnc5c(N)ncnc54)[C@H](O)[C@@H]3O)cc21	.	0	.	.	.

High-throughput results: PubChem, several laboratories

An excerpt (hit frequency here may not be typical).
